# From PubChem BioAssay
# Luciferase inh – qHTS Assay for Inhibitors of Firefly Luciferase; Luciferin 4-monooxygenase (Photinus pyralis), P08659; purified firefly luciferase, luminescence, 8 min; Potency, µM (titrated, usually from 57.1 µM), for inactives: at the highest dose activity change, negative = inhibition, hits mostly inhibitors; 72,000 tested, 2.2% active; AID 411, 2009; note: potency is the fitted concentration of half-maximal effect; % is set by controls: 0 for no effect and ±100 for the full control effect; nearly all actives have a fitted effect of over 40% in size
# Target sequence (P08659 whole entry, looked up): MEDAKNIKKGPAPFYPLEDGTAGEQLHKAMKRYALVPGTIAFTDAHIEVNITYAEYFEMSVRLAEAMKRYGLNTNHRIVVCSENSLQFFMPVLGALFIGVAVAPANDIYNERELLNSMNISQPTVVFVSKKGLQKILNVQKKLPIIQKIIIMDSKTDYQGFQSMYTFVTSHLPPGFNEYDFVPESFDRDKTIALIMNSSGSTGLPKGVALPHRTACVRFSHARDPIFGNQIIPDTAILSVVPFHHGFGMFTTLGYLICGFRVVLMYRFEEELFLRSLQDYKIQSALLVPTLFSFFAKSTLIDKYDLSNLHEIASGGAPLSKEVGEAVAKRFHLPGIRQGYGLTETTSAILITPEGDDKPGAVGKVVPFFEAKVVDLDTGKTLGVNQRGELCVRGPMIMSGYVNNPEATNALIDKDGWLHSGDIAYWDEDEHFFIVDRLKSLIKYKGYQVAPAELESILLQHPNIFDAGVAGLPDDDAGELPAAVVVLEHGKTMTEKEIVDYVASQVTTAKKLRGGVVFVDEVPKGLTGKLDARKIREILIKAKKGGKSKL
#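 Substrate buffer containing 10 uM ATP (pH 7.2 imidazole, Mg2+, KCl, detergent, BSA) is dispensed, compound pinned in, then luciferase/luciferin detector mix added. After 8 min at ambient temperature, light output is measured.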
# Epigenetic mod – qHTS Assay for Epigenetic Modulators. mouse C127i GFP locus derepression, cytometry, 30 h. 68,000 tested, 0.09% active. Potency, µM (highest dose often 46.1 µM), without a hit: at the top dose GFP derepression (activation); note: % of control where 0% means no effect
#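 Derepression screen: silenced CMV-GFP reporter in murine C127i cells, 30 h compound incubation at 37 C, washed cells imaged by laser-scanning cytometer to enumerate GFP-expressing objects of 20 to 120 um.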
# HADH2 inhib – qHTS Assay for Inhibitors of HADH2 (Hydroxyacyl-Coenzyme A Dehydrogenase, Type II); 3-hydroxyacyl-CoA dehydrogenase type-2 (Homo sapiens), Q99714; recombinant HADH2, NADH fluorescence, beta-hydroxybutyryl-CoA; Potency, µM (series often up to 57.1 µM), without a hit: at the top dose activity change, negative = inhibition, usual class: inhibitors; 73,000 tested, 3.4% active; note: potency is the fitted concentration of half-maximal effect; % is set by controls: 0 for no effect and ±100 for the full control effect; nearly all actives have a fitted effect of over 60% in size; many of its hits are not listed in these tables
# Target sequence (Q99714 whole entry, looked up, one chain of several): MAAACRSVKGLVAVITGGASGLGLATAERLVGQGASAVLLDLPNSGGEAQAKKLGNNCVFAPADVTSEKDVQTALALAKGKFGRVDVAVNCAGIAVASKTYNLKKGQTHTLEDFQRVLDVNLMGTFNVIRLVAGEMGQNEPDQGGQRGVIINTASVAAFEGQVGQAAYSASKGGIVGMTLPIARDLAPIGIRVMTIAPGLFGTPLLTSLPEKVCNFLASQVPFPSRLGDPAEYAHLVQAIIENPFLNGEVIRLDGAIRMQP
#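 Buffer 100 mM Tris-HCl pH 9.0/0.01% Tween-20; HADH2 20 nM; NAD+ 1 mM; beta-hydroxybutyryl-CoA 90 uM (all final). 15 min cpd preincubation, RT.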
# UbGFP stabilizer – Ubiquitin-GFP Assay | Ubiquitin-GFP reporter cells, proteasome inhibition, GFP fluorescence; response scale: untreated = 0%, 10 µM MG-132 = 100% | Potency, µM (titrated, usually from 45.9 µM), inactives show top-dose activation (GFP accumulation), hits mostly activators | 67,000 tested, under 10 active; active = well fitted activation curve with a large enough effect, not every such curve was filed as active; inconclusive = small, poorly fitted or top-dose-only effect, or another doubt; inactive = no such curve, though single readings can be large or run the other way; note: potency is the fitted concentration of half-maximal effect
#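 Proteasome block read as GFP accumulation: ubiquitin(G76V)-GFP U2OS cells exposed to compound (2.9 nM–46 uM) for 4 hr at 37 C. Normalization used untreated cells as 0% and 10 uM MG-132 as 100%; concentration-response curves fitted.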
# 15-hLO inh – qHTS Assay for Inhibitors of 15-hLO (15-human lipoxygenase); Polyunsaturated fatty acid lipoxygenase ALOX15 (Homo sapiens), P16050; purified 15hLO-1, xylenol orange hydroperoxide absorbance; Potency, µM (doses to about 57.1 µM), for inactives: at the highest dose activity change, negative = inhibition, most hits filed as inhibitors; 74,000 tested, 1.4% active; AID 887, 2007; note: potency is the fitted concentration of half-maximal effect; % is set by controls: 0 for no effect and ±100 for the full control effect; nearly all actives have a fitted effect of over 55% in size
#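 Readout: Fe(III)-xylenol orange absorbance, 573-to-405 nm ratio as reaction progress. Enzyme 40 nM purified human 15hLO-1, substrate 50 uM arachidonic acid, 6 min RT after 15 min compound preincubation; Hepes pH 7.5 buffer with Triton X-100.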
# ERK AVP block – qHTS Assay for Inhibitors of the ERK Signaling Pathway using a Homogeneous Screening Assay; HEK293-V1b, vasopressin-stimulated pERK AlphaScreen; Potency, µM (top dose mostly 57.5 µM), without a hit: top-dose activity, negative = inhibition, hits mostly inhibitors; 72,000 tested, 0.99% active; AID 995, 2007; note: potency is the fitted concentration of half-maximal effect; % is set by controls: 0 for no effect and ±100 for the full control effect; nearly all actives have a fitted effect of over 55% in size
#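 HEK293 cells stably expressing V1b receptor, preincubated 30 min at 37 °C with compound, then stimulated 5 min with 25 nM vasopressin. Phospho-ERK by AlphaScreen SureFire after 5 h RT; normalized to DMSO and vasopressin; AC50 by Hill fit.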
# Hsp90 Hop PPI – qHTS Assay for Disrupters of an Hsp90 Co-Chaperone Interaction | Hsp90 C-terminal peptide / TPR2A (Hop) interaction, human | 71,000 tested, 0.44% active | Potency, µM (series often up to 57 µM), without a hit: top-dose activity change, negative = inhibition | AlphaScreen TPR2A-His6 binding biotin-Hsp90 C-terminal peptide; active = well fitted curve in either direction with a large enough effect; inconclusive = small, poorly fitted or top-dose-only effect, or another doubt; note: potency is the fitted concentration of half-maximal effect; % is set by controls: 0 for no effect and ±100 for the full control effect; many of its hits are not listed in these tables
# HBB splice mod – qHTS Assay for Modulators of Hemoglobin Beta Chain Splicing; HBB splicing reporter cell assay, activation; EGFP reporter with mutant IVS2-654 intron; response scale: normalised to 500 nM splice-correcting PNA; Potency, µM (highest dose often 46.1 µM), for the others: at the top dose activation, actives largely listed as activators; 65,000 tested, 0.06% active; note: potency is the fitted concentration of half-maximal effect; 0% is about no effect
#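 Compounds were applied for 2 days to HeLa EGFP-654 cells, 500/well in Optimem with 2% FCS. The reporter's EGFP is disrupted by mis-splicing of beta-globin intron IVS2-654. Readout: summed well GFP fluorescence from 488 nm laser scanning; reference was 500 nM antisense […] 654 PNA.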
# Tau fil binding – qHTS Assay for Tau Filament Binding. Microtubule-associated protein tau (Homo sapiens), P10636. recombinant tau filaments, thioflavin S fluorescence, 15 h; filaments grown with octadecylsulfate alongside compound. Potency, µM (highest dose often 57.1 µM), without a hit: at the highest dose activity change, negative = inhibition. 71,000 tested, 2% active. AID 596, 2007;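 note: potency is the fitted concentration of half-maximal effect; % is set by controls: 0 for no effect and ±100 for the full control effect; actives lower thioflavin S fluorescence by blocking filaments or displacing dye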
#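 ThS-based fibril read: tau 1 uM final, inducer ODS 30 uM final, 37 C for 15 h, ex 450/em 510 nm.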
# DNA Pol III inh – qHTS Assay for Inhibitors of DNA Polymerase III Holoenzyme System; reconstituted DNA polymerase III holoenzyme replication, biochemical; AID 603, 2007; 71,000 tested, 0.25% active; Potency, µM (top dose mostly 57.1 µM), for inactives: top-dose activity change, negative = inhibition; note: potency is the fitted concentration of half-maximal effect; % is set by controls: 0 for no effect and ±100 for the full control effect
#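 Reconstituted *E. coli* holoenzyme (0.35 nM Pol III, 1 nM beta, 154 nM SSB, 2 nM primase) was preincubated with compound for 15 min at RT. Synthesis on 1.4 nM ssM13Gori ran 35 min, then was stopped with PicoGreen/EDTA and read as dsDNA fluorescence.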
# CRE-bla Fsk – Cell signaling CRE-BLA (Fsk stim). 71,000 tested, 2.5% active. CHO CRE-bla reporter (cAMP response element driving beta-lactamase), forskolin EC10, beta-lactamase ratio. Potency, µM (titrated, usually from 38.2 µM), for inactives: at the highest dose activity change, negative = inhibition, most hits filed as activators; active = well fitted activation curve with a large enough effect in the signal ratio, with a control signal flat, not every such curve was filed as active; inconclusive = small, poorly fitted or top-dose-only effect, or effect the other way, or a change in a side signal; the % refers to the signal ratio; note: potency is the fitted concentration of half-maximal effect; % of control where 0% means no effect
#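 Modulation of forskolin-driven signalling is measured in CHO cells carrying a CRE-controlled beta-lactamase reporter. Cells are stimulated with EC10 NKH 477 in the presence of titrated compound for 3 h at 37 °C, then loaded with CCF4 for 2 h at room temperature.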
# An asterisk follows results filed as active; ? = inconclusive; . = no result given; [ ] = another dose, or the depositor's remark. Unless noted, calls come from the whole dose curve; as a rule, active = well fitted curve in the direction sought with a large enough effect; inconclusive = small, poorly fitted or top-dose-only effect, or another doubt; inactive = no such curve, though single readings can be large; an effect the other way counts as inactive or inconclusive. The list is partial; count on the stated rates, not on these rows.
SMILES,Luciferase inh,Epigenetic mod,HADH2 inhib,UbGFP stabilizer,15-hLO inh,ERK AVP block,Hsp90 Hop PPI,HBB splice mod,Tau fil binding,DNA Pol III inh,CRE-bla Fsk
CCOC(=O)C1CCCN(C(=O)C2CCCN(S(C)(=O)=O)C2)C1 (centres undefined),0%,0%,-10%,-9%,3%,7%,1%,1.7%,9%,-3%,-8%
N#Cc1ccccc1N=C1CCCN1Cc1ccccc1,0%,0%,-5%,3%,5%,14%,3%,-1.2%,-4%,4%,3%
CSc1cc2c(cc1C(F)(F)F)N(C(=O)Nc1cccnc1)CC2,3%,-1%,-6%,-3%,4%[25.6 µM],-9%,0%,.,37%,6%,0%
NC(=O)c1ccccc1N=Cc1ccccn1,2%,-1%,32µM*,-2%,11%,9%,2%,.,-6%,-3%,0%
Cc1nnc(NC(=O)c2c(F)c(F)c(F)c(F)c2F)s1,1%,2%,-5%,-6%,4%,-8%,3%,0.6%,-7%,-7%,-7%
CCOC(=O)CC(N)c1ccc2c(c1)OCO2 (centres undefined),-1%,0%,-3%,6%,-15%,16%,-2%,.,-20%,1%,-3%
Cc1ccc(CCNC(=O)C2CCN(S(=O)(=O)c3c(C)nn(C)c3C)CC2)cc1,-1%,1%,7%,4%,3%,2%,0%,-0.2%,-1%,-3%,-8%
Cn1cccc1C(=O)NC(=O)CSc1nnc(C2CC2)n1-c1ccccc1,0%,1%,-2%,4%,-3%,18%,-2%,0.0%[57.5 µM],-8%,1%,13%
O=C(/C=C\c1ccc(O)c(O)c1)O[C@@H](Cc1ccc(O)c(O)c1)C(=O)O,-12%,3%,0.025µM*,5%,-23%[25.6 µM],-3%,-9%,.,-21%,-14%,-10%
O=C(OCC(=O)N1CCc2ccccc21)C1=COCCO1,-14%,-2%,5%,-2%,9%,7%,-1%,-0.8%,-6%,-5%,-3%
CCn1c(SCC(=O)NCCc2ccc(Cl)cc2)nnc1-c1cccs1,2%,-3%,4%,-4%,5%,-20%,2%,-0.1%[57.5 µM],-4%,3%,-16%
CCOC(=O)c1sc2nc(CC(=O)OC)nc(NCCN3CCOCC3)c2c1C,0%,0%,-2%,-10%,-2%,-11%,-14%,-0.6%,7%,3%,?
CCN(C(=O)CN1CCN(C)CC1)c1cccc2ccccc12,-12%,-3%,-8%,3%,-1%,2%,-1%,-1.6%,7%,-4%,-10%
CCC/C=C(\CCC)C(NS(=O)(=O)c1ccc(C(F)(F)F)cc1)c1ccc(-c2ccccc2)cc1 (centres undefined),.,.,18%,.,.,15%,7%,-2.9%,166%,-6%,28%
O=C(NC1=NCCS1)Nc1ccccc1,16µM*,2%,7%,4%,16%,11%,-1%,1.3%,2%,-5%,-3%
COc1ccc(S(=O)(=O)N(C)CC(=O)Nc2c(F)cccc2F)cc1,1%,0%,-2%,1%,-1%,-23%,-1%,-0.1%,-6%,-3%,-8%
COc1ccc(C(=O)N2CCC3(CC2)CCN(C(c2ccccc2)c2ccccc2)CC3)cc1,2%[11.4 µM],-5%[9.22 µM],6%,-11%,-11%,-21%,-7%,6.4%,5%,-2%,-11%
COc1ccc(Cn2nnnc2C(c2cc3cc(C)ccc3[nH]c2=O)N2CCOCC2)cc1 (centres undefined),1%,3%,-6%,1%,?,-5%,-18%,.,-15%,-3%,-4%
Cc1csc(=O)n1CCC(=O)O,0%,3%,-9%,-1%,12%,-15%,-4%,-0.4%[57.5 µM],-4%,-4%,?
COc1ccc(C2C3=C(CC(C)(C)CC3=O)Oc3ncn(CC(C)C)c(=N)c32)cc1 (centres undefined),1%,0%,5%,.,0%,-9%,-9%,0.7%[0.369 µM],4µM*,-1%,?

# Record cards, as listed above.
# `CCOC(=O)c1sc2nc(CC(=O)OC)nc(NCCN3CCOCC3)c2c1C` is entered as Luciferase inh = 0%; Epigenetic mod = 0%; HADH2 inhib = -2%; UbGFP stabilizer = -10%; 15-hLO inh = -2%; ERK AVP block = -11%; Hsp90 Hop PPI = -14%; HBB splice mod = -0.6%; Tau fil binding = 7%; DNA Pol III inh = 3%; CRE-bla Fsk = ?
# `NC(=O)c1ccccc1N=Cc1ccccn1` is entered as Luciferase inh = 2%; Epigenetic mod = -1%; HADH2 inhib = 32µM*; UbGFP stabilizer = -2%; 15-hLO inh = 11%; ERK AVP block = 9%; Hsp90 Hop PPI = 2%; HBB splice mod = .; Tau fil binding = -6%; DNA Pol III inh = -3%; CRE-bla Fsk = 0%

# Going on with the list.
SMILES,Luciferase inh,Epigenetic mod,HADH2 inhib,UbGFP stabilizer,15-hLO inh,ERK AVP block,Hsp90 Hop PPI,HBB splice mod,Tau fil binding,DNA Pol III inh,CRE-bla Fsk
O=C1C(C=NCCN2CCOCC2)=C(O)c2ccccc21,13µM*,0%,-18%[11.4 µM],26%[9.17 µM],7%[11.4 µM],-3%,-7%[11 µM],-0.5%[0.0738 µM],-17%[11.4 µM],-5%[11.4 µM],?
Cn1c(Cn2c(=O)sc3ccccc32)nnc1SCc1cccc(F)c1,-2%,-2%,10%,18%,2%,-7%,0%,-0.8%,30%,-3%,-9%
COc1ccc(N2C(=O)CN=C2Nc2cccc(C)c2C)cc1OC,-1%,0%,-11%,0%,-1%,-10%,0%,.,-24%,-2%,3%
CCN(CC)C(=O)CSc1nnc(-c2ccc(F)cc2)n1N,0%,-3%,2%,-10%,2%,-2%,2%,0.7%,-8%,-8%,-9%
COc1ccc(-c2nc(C#N)c(NCCCN(C)C)o2)cc1OC,-9%,-3%,32µM*,6%,15%,-26%,-4%,6.0%[0.369 µM],-9%,-2%,6%
N#CCSc1n[nH]c2nc3c(c(=O)n12)C1(CCCC1)Cc1ccccc1-3,0%,-1%,32µM*,17%,?,-8%,2%,0.6%,2%,-3%,?
CCOC(=O)C1=C(C)Nc2nnnn2C1c1c[nH]c2ccccc12 (centres undefined),-1%,2%,-11%,1%,-4%,-7%,-7%,-0.3%,6%,-6%,-11%
C/C(=C1/SC(N2CCCC2)=NC1=O)c1ccc(Br)cc1,1%,8%,-2%,2%,2%,17%,-3%,-0.9%,-10%,-3%,-2%
CCCOC(=O)c1ccc(NC(=O)CCC(=O)OCC)cc1,-3%,-2%,-3%[11.4 µM],-1%[9.17 µM],-5%[11.4 µM],-13%,-9%[11 µM],-2.5%[0.0738 µM],12%[11.4 µM],-1%[11.4 µM],?
O=C(c1ccco1)N1CCN(c2nc3ccsc3c(=O)s2)CC1,-2%,.,-6%,6%,-21%,.,3%,-1.8%,9%,0%,-4%
CN1CCCN(C(=O)c2ccc(Cl)c(S(=O)(=O)N(C)c3ccccc3)c2)CC1,0%,1%,-7%,7%,7%,1%,0%,0.1%[57.5 µM],6%,-5%,-4%
CC1(C)CC(=O)c2sc(NC(=O)CN3CCOCC3)nc2C1,0%,0%,-13%,0%,4%,-19%,-1%,0.4%,18%,2%,?
COc1ccc(CCN2CC(C(=O)O)CC2=O)cc1 (centres undefined),-1%,0%,-4%,-3%,1%,-7%,1%,0.7%,-3%,6%,?

# Reformatted with tabs: part of the list above.
smiles	Luciferase inh	Epigenetic mod	HADH2 inhib	UbGFP stabilizer	15-hLO inh	ERK AVP block	Hsp90 Hop PPI	HBB splice mod	Tau fil binding	DNA Pol III inh	CRE-bla Fsk
COc1ccc(-c2nc(C#N)c(NCCCN(C)C)o2)cc1OC	-9%	-3%	32µM*	6%	15%	-26%	-4%	6.0%[0.369 µM]	-9%	-2%	6%
N#CCSc1n[nH]c2nc3c(c(=O)n12)C1(CCCC1)Cc1ccccc1-3	0%	-1%	32µM*	17%	?	-8%	2%	0.6%	2%	-3%	?
